PLK1 PBD inh: PLK1 (human) polo-box domain binding inhibition | P53350 | Potency, µM, without a hit: max response, negative = inhibition, hits mostly inhibitors | Plk1 PBD binding of FITC phosphopeptide, fluorescence polarization | 2.8% of 360,000 active | AID 720504; further: potency means the concentration at half of the fitted maximal effect; series mostly up to about 57 µM; on the % scale 0 is the no-effect control and ±100 the full control effect; nearly all actives have a fitted effect of over 65% in size
EPAC2 antagonist: EPAC2 (human) antagonism; Q8WZA2; EPAC2 GEF exchange of Rap1B-BODIPY-GDP, fluorescence; Potency, µM (top dose mostly 114 µM), inactives show at the top dose activity, negative = inhibition, most hits filed as inhibitors; 0.18% of 360,000 active; AID 720708; further: potency means the concentration at half of the fitted maximal effect; on the % scale 0 is the no-effect control and ±100 the full control effect; nearly all actives have a fitted effect of over 45% in size; many of its hits are not listed in these tables
Target sequence (Q8WZA2 whole entry, looked up): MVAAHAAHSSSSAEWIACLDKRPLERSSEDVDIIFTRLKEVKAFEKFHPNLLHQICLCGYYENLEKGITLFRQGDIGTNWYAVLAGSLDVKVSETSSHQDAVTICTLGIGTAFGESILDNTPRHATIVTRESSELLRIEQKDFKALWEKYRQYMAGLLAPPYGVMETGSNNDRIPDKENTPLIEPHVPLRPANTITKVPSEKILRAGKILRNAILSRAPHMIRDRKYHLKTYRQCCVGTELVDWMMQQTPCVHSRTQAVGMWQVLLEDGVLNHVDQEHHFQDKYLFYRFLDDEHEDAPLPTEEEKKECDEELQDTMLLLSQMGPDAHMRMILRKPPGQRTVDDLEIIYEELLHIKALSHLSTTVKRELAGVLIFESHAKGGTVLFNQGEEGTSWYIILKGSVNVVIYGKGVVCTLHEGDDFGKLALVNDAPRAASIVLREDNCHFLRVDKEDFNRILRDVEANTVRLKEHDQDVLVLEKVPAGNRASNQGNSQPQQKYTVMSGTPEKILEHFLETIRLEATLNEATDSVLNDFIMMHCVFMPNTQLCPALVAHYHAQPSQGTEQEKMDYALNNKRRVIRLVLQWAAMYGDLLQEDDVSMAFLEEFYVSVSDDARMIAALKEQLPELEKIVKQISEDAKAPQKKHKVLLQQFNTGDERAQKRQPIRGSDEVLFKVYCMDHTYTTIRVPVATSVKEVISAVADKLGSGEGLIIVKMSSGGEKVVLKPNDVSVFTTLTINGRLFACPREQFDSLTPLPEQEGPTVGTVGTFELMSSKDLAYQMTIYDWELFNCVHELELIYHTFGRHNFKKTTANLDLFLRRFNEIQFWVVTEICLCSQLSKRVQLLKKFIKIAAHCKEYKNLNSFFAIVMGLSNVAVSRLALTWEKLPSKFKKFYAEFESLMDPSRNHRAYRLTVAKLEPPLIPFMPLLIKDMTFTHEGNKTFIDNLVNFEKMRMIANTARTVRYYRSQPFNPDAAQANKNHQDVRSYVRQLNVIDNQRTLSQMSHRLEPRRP
MmCpn inh: blocks the Methanococcus maripaludis chaperonin Mm-Cpn; purified Mm-Cpn ATPase, ADP Transcreener TR-FRET; 0.031% of 330,000 active; Potency, µM (titrated, usually from 76.9 µM), without a hit: at the highest dose activity, negative = inhibition, most hits filed as inhibitors; further: potency means the concentration at half of the fitted maximal effect; on the % scale 0 is the no-effect control and ±100 the full control effect; nearly all actives have a fitted effect of over 80% in size
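25 nM Mm-CPN + cpd, 10 min 37°C; + 10 uM ATP, 30 min 37°C; buffer 30 mM Tris pH 7.4, 100 mM KCl, 5 mM MgCl2, 1 mM DTT; Transcreener ADP HTRF detection 30 min RT.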
PI5P4Ka inh: inhibitors of human PI5P4K alpha; P48426; PI5P4Kalpha enzyme, ADP-Glo luminescence, 60 min; active compounds read low; max response, %; 1.2% of 330,000 active; AID 652105; active means max response of -50% or lower; inconclusive means between -30% and -50%; inactive means -30% or higher; further: value at the top dose of about 77 µM; on the % scale 0 is the no-effect control and ±100 the full control effect
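Reactions run in 0.038 M HEPES pH 7.4, 0.28 mM EGTA, 0.1% CHAPS and 5% DMSO, with PI5P4Kalpha, substrate, compound and 5 microM ATP final, one hour at room temperature. Readout is ADP-Glo luminescence.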
WRN inhibitor: blocks human WRN helicase; Q14191; WRN helicase unwinding, fluorescent forked duplex, kinetic; Potency, µM (top dose mostly 114 µM), inactives show at the highest dose activity change, negative = inhibition, actives largely listed as inhibitors; 0.46% of 360,000 active; AID 651768; further: potency means the concentration at half of the fitted maximal effect; on the % scale 0 is the no-effect control and ±100 the full control effect; nearly all actives have a fitted effect of over 55% in size
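Screening of the MLSMR collection measured strand separation of a quenched forked DNA duplex (100 nM) by 20 nM WRN with 2 mM ATP, all final. Compounds were preincubated with enzyme 15 min at room temperature.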
CCT chaperon mod: changes cytosolic chaperonin activity; purified chaperonin ATPase assay, HTRF ADP detection, 30 min; activity change, % (test concentration not listed), hits read low; 0.3% of 360,000 active; AID 651819; in the data active means activity change below about -30%; further: on the % scale 0 is the no-effect control and ±100 the full control effect
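TRiC (40 or 20 nM final, by batch activity) in 30 mM Tris pH 7.4, 100 mM KCl, 5 mM MgCl2, 1 mM DTT was treated with compound at 76 uM single dose, then 10 uM ATP, 30 min at 37 °C. ADP was read by HTRF Transcreener.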
EPAC1 antag: EPAC1 (human) antagonism; O95398; EPAC1 GEF assay, Rap1b-BODIPY-GDP exchange fluorescence; Potency, µM (titrated, usually from 115 µM), without a hit: at the top dose activity change, negative = inhibition, hits mostly inhibitors; 0.14% of 360,000 active;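 further: potency means the concentration at half of the fitted maximal effect; plate controls were vehicle for no effect and positive control for full effect; nearly all actives have a fitted effect of over 50% in size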
EPAC1 ag: agonists of human EPAC1; Potency, µM (series often up to 154 µM), inactives show top-dose activation, hits mostly activators; EPAC1 agonist qHTS, biochemical assay; response scale: 100% = response to 6.5 mM cAMP; O95398; 0.073% of 360,000 active; further: potency means the concentration at half of the fitted maximal effect; nearly all actives have a fitted effect of over 60% in size
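Fluorescent GDP-exchange assay: 100 nM EPAC1 with 250 nM Rap1B preloaded with BODIPY-GDP and 50 uM GDP; compounds tested as concentration series, 5 min at room temperature, then read every 5 min for 30 min (ex 480/em 540 nm); normalized to 6.5 mM cAMP.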
Active calls of the source: *; ? = inconclusive; . = no result given; [ ] = dose if it differs, or a comment. Unless noted, the call rests on the fitted dose curve; in most records, active means well fitted curve in the direction sought with a large enough effect; inconclusive means small, poorly fitted or top-dose-only effect, or another doubt; inactive means no such curve, though single readings can be large; an effect the other way counts as inactive or inconclusive.

1	CN(C(=O)c1cccc(NC(=O)Cc2cccc(NC(=O)C3CCN(C(=O)C4CCCCC4)CC3)c2)c1)C1CCC1
2	CC(C)(C)c1nnc2sc(SCC(=O)N3CCCc4ccccc43)nn2c1=O
3	O=C(Nc1ccc2c(c1)OCCO2)C(c1ccc(F)cc1)N1CCCCC1 (stereo not given)
4	CC1=C(C#N)C(Nc2ccc(C)cn2)(C(F)(F)F)C(=O)N1 (stereo not given)
5	Clc1ccc(OCCSc2nnnn2C2CCCCC2)cc1
6	C=Cn1c(C(=O)O)ccc1-c1ccc(OC)cc1
7	Cc1ccc(S(=O)(=O)N2CCN(C(=O)CN3CCCSc4ccccc43)CC2)cc1
8	O=C(O)CC1S/C(=N/N=C/C2CC=CCC2)NC1=O (stereo not given)

Screen / compound no.,1,2,3,4,5,6,7,8
MmCpn inh,.,0%,-2%,0%,2%,-1%,-5%,-1%
EPAC1 ag,9%,1%,17%,-4%,7%,15%,-6%,-4%
EPAC2 antagonist,10%,-5%,-6%,6%,-1%,0%,-9%,-2%
WRN inhibitor,-2%,4%,3%,12%,0%,-1%,?,8%
PI5P4Ka inh,0,-5,.,-2,-7,-2,-4,2
PLK1 PBD inh,-9%,-12%,-4%,-12%,-3%,-3%,-17%,-20%
CCT chaperon mod,0.0,-2.9,-3.4,1.5,-1.1,-0.5,-8.8,-0.5
EPAC1 antag,-14%,-3%,-11%,-1%,2%,13%,-23%,1%

9	Cc1nc(NCC(c2ccccc2)N(C)C)c2c(C)c(C)sc2n1 (stereo not given)
10	COc1ccc(NC(=O)CSCC(=O)Nc2nnc(C)s2)cc1
11	CCCN1CCC(=O)N(CCSc2ccc(NC(C)=O)cc2)CC1
12	CN(C(=O)c1cccc(NC(=O)Cc2ccc(NC(=O)C3CCN(C(=O)C4CCCC4)CC3)cc2)c1)C1CCCC1
13	CCCCC1(COC(=O)CCC(=O)O)C(=O)N(c2ccccc2)N(c2ccccc2)C1=O
14	CCCCc1c(C)nc2c(OC)cccc2c1SCCC(=O)O
15	CN(C(=O)CCc1nc(-c2ccccc2F)no1)c1ccccc1
16	CC(C)C1CC(=O)NC(SCC(=O)Nc2ccc(Br)cc2)=C1C#N (stereo not given)

Screen / compound no.,9,10,11,12,13,14,15,16
MmCpn inh,0%,-2%,1%,.,0%,-6%,-1%,0%
EPAC1 ag,5%,7%,0%,-21%,-19%,11%,11%,-13%
EPAC2 antagonist,-10%,0%,1%,10%,3%,-1%,-2%,10%
WRN inhibitor,-4%,-4%,-3%,2%,2%,3%,-1%,-13%
PI5P4Ka inh,14,0,-8,-13,6,-9,0,7
PLK1 PBD inh,0%,3%,-1%,16%,-12%,?,-8%,-2%
CCT chaperon mod,-1.8,0.2,-1.5,-0.9,-1.0,0.8,-1.5,1.0
EPAC1 antag,8%,7%,-14%,-4%,-24%,-11%,20%,-12%

17	CCOc1cc(/C=N/NC(=O)c2cc(-c3cccc(OC)c3)nc3ccccc23)ccc1O
18	Cc1cc(=O)n2[nH]cc(C(=O)O)c2n1
19	CCO/C=N/c1c(C#N)c(CC#N)nn1-c1ccccc1
20	Cc1ccc2cc(CCNC(=O)c3cccs3)c(=O)[nH]c2c1C
21	Cc1n[nH]c(=O)n1-c1ccc(C(C)C)cc1
22	CC(C)(C)OC(=O)N1CCC(C(=O)Nc2cccc(C(=O)NCc3ccccc3)c2)CC1
23	O=C(COC(=O)c1ccco1)Nc1ccc(Cl)cn1
24	C[C@]12c3[nH]c4cc(-c5ccco5)ccc4c3CCN1C(=O)[C@@H](CC(=O)NCCc1ccccn1)C[C@@H]2C(=O)N1CCOCC1

Screen / compound no.,17,18,19,20,21,22,23,24
MmCpn inh,.,-2%,-2%,1%,1%,.,2%,-11%
EPAC1 ag,16%,-6%,-1%,-7%,1%,-17%,3%,4%
EPAC2 antagonist,-5%,15%,5%,8%,18%,12%,5%,1%
WRN inhibitor,-3%,-20%,-12%,3%,6%,-1%,-18%,2%
PI5P4Ka inh,-1,.,.,4,0,0,-2,9
PLK1 PBD inh,-7%,-7%,-1%,-7%,-7%,2%,-2%,3%
CCT chaperon mod,0.8,3.8,-0.2,-2.3,0.5,-5.0,-1.8,-0.9
EPAC1 antag,10%,18%,11%,7%,2%,-6%,-2%,-7%

25	CSc1ccccc1NC(=O)N1CCC(CO)(CC2CCCCO2)CC1 (stereo not given)
26	Cc1ccc(S(=O)(=O)c2nc(-c3cccs3)oc2N2CCC(C(N)=O)CC2)cc1
27	O=C(NCCC1=CCCCC1)c1cc(-c2ccccn2)nc2ccccc12
28	CN1CCc2c(C#N)c(N3CCCCC3)nc(NCc3ccccc3)c2C1
29	CCN1CCN(c2ccc(S(=O)(=O)N3CCCCC3)cc2NC(=O)c2cccc(C(F)(F)F)c2)CC1
30	CC(C)CN(C(=O)C1CC1)c1c(N)n(Cc2ccccc2)c(=O)[nH]c1=O
31	COc1ccc(-c2cc(C(=O)OCC(=O)c3ccc(C)c([N+](=O)[O-])c3)c3ccccc3n2)cc1
32	CN(C)c1ccc(NC(=O)Oc2ccccc2)cc1

Screen / compound no.,25,26,27,28,29,30,31,32
MmCpn inh,2%,0%,-19%,-1%,-1%,0%,1%,-30%
EPAC1 ag,-14%,-12%,12%,21%,?,12%,8%,-4%
EPAC2 antagonist,3%,22%,11%,-4%,-14%,9%,6%,4%
WRN inhibitor,10%,5%,-24%,-9%,-20%,5%,-31%[57.1 µM],1%[57.1 µM]
PI5P4Ka inh,1,-11,2,.,-2,0,-6,-16
PLK1 PBD inh,-14%,-8%,-10%,?,-2%,-4%,-7%,-22%
CCT chaperon mod,-1.4,-2.6,-2.5,1.2,-2.4,-1.5,-3.7,0.1
EPAC1 antag,-18%,13%,2%,-4%,?,-6%,17%,3%

33	O=C(CC1C(=O)NCCN1Cc1ccc(F)c(F)c1)NCCCn1ccnc1 (stereo not given)
34	Cc1cnc2c(C(=O)O)cnn2c1
35	O=C(CCCc1c[nH]c2ccccc12)N1CCCCCC1
36	COc1ccc(OC)c(NC(=O)CCOc2cccc(C)c2)c1
37	CN(CCOc1ccccc1)C(=O)c1cc([N+](=O)[O-])cc([N+](=O)[O-])c1
38	COc1ccc2nc(NC(=O)c3ccccc3O)sc2c1
39	COc1cc(OC)c(NC(=O)Cn2cccc2)cc1Cl
40	Cc1cc(C)c(NC(=S)N(C)C)c(C)c1

Screen / compound no.,33,34,35,36,37,38,39,40
MmCpn inh,-1%,-2%,-1%,3%,-1%,-1%,2%,2%
EPAC1 ag,3%,6%,-4%,-7%,3%,4%,6%,-12%
EPAC2 antagonist,14%,10%,7%,?,0%,-19%,-9%,4%
WRN inhibitor,-3%,-7%,5%,-7%,10%,-4%[57.1 µM],-8%,8%
PI5P4Ka inh,0,0,-3,9,-3,4,.,0
PLK1 PBD inh,-20%,-2%,0%,-22%,-8%,-12%,-24%,0%
CCT chaperon mod,-0.6,-4.6,-0.4,0.6,-4.6,0.0,-3.0,2.2
EPAC1 antag,4%,-25%,-2%,?,-12%,0%,0%,-14%

41	CCc1nc(NCc2cccnc2)c2oc3ccccc3c2n1
42	CCOC(=O)CC1C(=O)NCCN1S(=O)(=O)c1ccc(Cl)c(Cl)c1 (stereo not given)
43	COC(=O)C1=C(Nc2ccc(OC)cc2)C=C(C)C(C(=O)OC)C1c1ccc(C)cc1 (stereo not given)
44	O=C(Oc1ccc(Cl)c2cccnc12)c1ccco1
45	C=CCc1cccc(C=Nc2ccc(Br)cc2)c1O
46	COc1ccc(C/C(N)=N/OC(=O)CCc2ccccc2)cc1
47	O=C(O)CCCC(=O)N(Cc1ccccc1)Cc1ccccc1
48	CCOC(=O)[C@@H]1[C@H]2COc3ccccc3[C@H]2N2C(=O)N(c3cccc(C)c3)C(=O)[C@]12C
49	COc1cc(C2CC(c3cccs3)=NN2C(=O)CCl)ccc1OC(F)F (stereo not given)

Screen / compound no.,41,42,43,44,45,46,47,48,49
MmCpn inh,-2%,0%,-3%,1%,-7%,1%,-1%,-5%,-23%
EPAC1 ag,6%,-4%,11%,-6%,8%,-1%,4%,-1%,7%
EPAC2 antagonist,-4%,0%,-11%,1%,11%,-2%,14%,-6%,?
WRN inhibitor,-4%,-6%,-5%,-1%,-1%,-35%,-9%,-17%,-1%
PI5P4Ka inh,-2,-1,0,2,-1,0,.,0,10
PLK1 PBD inh,-5%,-6%,-7%,-1%,-8%,-3%,-8%,-14%,-19%
CCT chaperon mod,-0.6,1.0,-7.2,-3.4,-1.4,0.2,-0.7,-3.6,-1.4
EPAC1 antag,8%,-1%,-1%,6%,-6%,-27%,21%,-1%,?

By substructure, the entries above containing a COOH group
6	C=Cn1c(C(=O)O)ccc1-c1ccc(OC)cc1
8	O=C(O)CC1S/C(=N/N=C/C2CC=CCC2)NC1=O (stereo not given)
13	CCCCC1(COC(=O)CCC(=O)O)C(=O)N(c2ccccc2)N(c2ccccc2)C1=O
14	CCCCc1c(C)nc2c(OC)cccc2c1SCCC(=O)O
18	Cc1cc(=O)n2[nH]cc(C(=O)O)c2n1
34	Cc1cnc2c(C(=O)O)cnn2c1
47	O=C(O)CCCC(=O)N(Cc1ccccc1)Cc1ccccc1

Screen / compound no.,6,8,13,14,18,34,47
MmCpn inh,-1%,-1%,0%,-6%,-2%,-2%,-1%
EPAC1 ag,15%,-4%,-19%,11%,-6%,6%,4%
EPAC2 antagonist,0%,-2%,3%,-1%,15%,10%,14%
WRN inhibitor,-1%,8%,2%,3%,-20%,-7%,-9%
PI5P4Ka inh,-2,2,6,-9,.,0,.
PLK1 PBD inh,-3%,-20%,-12%,?,-7%,-2%,-8%
CCT chaperon mod,-0.5,-0.5,-1.0,0.8,3.8,-4.6,-0.7
EPAC1 antag,13%,1%,-24%,-11%,18%,-25%,21%

An excerpt; the hit share may differ from the screen's.
